Source: PubChem BioAssay (Sanford-Burnham Center for Chemical Genomics)
HKDC1 inhibitor: blocks human hexokinase HKDC1 activity; AID 493160; inhibition, % at 20 µM; 340,000 tested, 0.16% active; recombinant HKDC1, G6PDH/diaphorase resazurin coupled fluorescence;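 active means inhibition above about 35% when tested at 20 µM, limit read from the data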;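 further: plate controls were DMSO wells with enzyme for no effect and DMSO wells lacking enzyme for full effect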
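System: Recombinant HKDC1 hexokinase | Amount: HKDC1 at 5 µg/mL | Reagent: Glucose with 1 mM ATP | Doses: Single 20 µM dose | Incubation: Reaction time 90 min, room temperature, protected from light | Signal: Coupled resazurin fluorescence, excitation 525 nm, emission 613 nm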
SENP7 inh: blocks the human protease SENP7; inhibition, % at 5 µM; Q9BQF6; AID 434973; recombinant SENP7, Z-RLRGG-aminoluciferin luminescence, 40 min; 330,000 tested, 1.5% active;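 active means inhibition above about 50% at the single test dose, limit read from the data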;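 further: plate controls were DMSO with enzyme for no effect and no enzyme buffer wells for full effect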
PfG6PD inh: PfG6PD (Plasmodium falciparum) enzyme inhibition; PfGluPho enzyme, NADPH resazurin-diaphorase fluorescence; inhibition, % at 20 µM; 350,000 tested, 0.78% active; AID 504690;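 active means inhibition reaching at least a set limit at 20 µM in the primary screen, cut at about 59% in these data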;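 further: 0% = DMSO wells with substrate and 100% = DMSO wells lacking glucose-6-phosphate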
SENP6 block: SENP6 protease inhibition; Q9GZR1; inhibition, % at 10 µM; Recombinant SENP6 catalytic domain, aminoluciferin luminescence; 330,000 tested, 1.8% active;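 active means inhibition above about 50% at the single tested dose, limit read from the data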;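 further: plate controls were DMSO wells with enzyme for no effect and DMSO wells lacking enzyme for full effect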
SENP8 block-1: SENP8 (human) protease inhibition. recombinant SENP8, Nedd8 substrate fluorescence. AID 602440. inhibition, % at 20 µM. Q96LD8. 360,000 tested, 0.64% active; in the data active means inhibition mostly above about 40%, no sharp cut-off; inactive means mostly below about 27%
Target sequence (Q96LD8 whole entry, looked up): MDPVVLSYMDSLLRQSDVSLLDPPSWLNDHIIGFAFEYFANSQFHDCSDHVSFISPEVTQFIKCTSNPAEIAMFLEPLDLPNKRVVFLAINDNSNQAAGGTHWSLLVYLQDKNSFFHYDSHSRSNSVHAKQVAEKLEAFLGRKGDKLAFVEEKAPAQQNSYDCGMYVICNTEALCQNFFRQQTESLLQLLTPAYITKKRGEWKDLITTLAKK
NALP3 yeast inh: NALP3 inhibition in yeast; 330,000 tested, 0.39% active; inhibition, % at 10 µM; Yeast reconstituted NLRP3/ASC/caspase-1, beta-gal luminescence, 24 h; AID 2825;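 active means inhibition of 50% or more; inactive means inhibition below 50%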;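 further: plate controls were induced DMSO wells for no effect and uninduced yeast grown without galactose for full effect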
SENP8 block-2: inhibitors of human SENP8 protease | Q96LD8 | purified SENP8, Z-RLRGG-aminoluciferin cleavage, luminescence | inhibition, % at 10 µM | 330,000 tested, 1.2% active | AID 2540; in the data active means inhibition above about 50%
SENP1 inh: inhibitors of human SENP1 SUMO protease catalytic domain | Q9P0U3 | recombinant SENP1 catalytic domain, CyPet-SUMO1-YPet FRET cleavage | inhibition, % at 10 µM | 360,000 tested, 0.21% active;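 active means inhibition at least 30% at 10 µM, raw YFP signal under a set limit, fluorescence ratio 0.5 to 1.5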;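 further: 0% = enzyme with DMSO and 100% = no enzyme wells; some results filed as inactive read as strong as hits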
Target sequence (Q9P0U3 419-644 limits assumed): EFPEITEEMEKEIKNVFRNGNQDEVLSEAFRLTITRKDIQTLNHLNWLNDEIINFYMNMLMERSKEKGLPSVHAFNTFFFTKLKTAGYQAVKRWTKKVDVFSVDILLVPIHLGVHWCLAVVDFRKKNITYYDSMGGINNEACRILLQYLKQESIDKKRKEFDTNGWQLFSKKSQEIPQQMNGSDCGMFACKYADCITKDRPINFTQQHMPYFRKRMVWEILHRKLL
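Assay system – human recombinant His6-tagged SENP1 catalytic domain enzyme · Input – SENP1 enzyme, 20 pM final · Buffer or medium – Tris pH 8 buffer plus EDTA, NaCl, BME, BSA, NP40, catalase · Schedule – 50 min reaction at room temperature · Technique – FRET read of cyan and yellow fluorescence · Control set – no-enzyme wells low, DMSO-plus-enzyme wells high control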
Apaf-1 inh: human Apaf-1 inhibition | O14727 | reconstituted apoptosome caspase-3 activity, DEVD-Rh110 fluorescence | inhibition, % at 20 µM | 330,000 tested, 0.71% active; active means inhibition of at least 40% at 20 µM;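 further: plate controls were DMSO wells for no effect and DEVD-CHO caspase inhibitor wells for full effect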
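System – cell-free apoptosome with Apaf-1, procaspase-3 and caspase-9 · Buffer or medium – pH 7.5 Hepes buffer with CHAPS, BSA, DTT · Also added – cytochrome c with DEVD-Rh110 · Times – 30 min compound preincubation, 50 min activation, room temperature · Technique – Rh110 fluorescence intensity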
Numbers without * were called inactive; nt = no result given.

SMILES,HKDC1 inhibitor,SENP7 inh,PfG6PD inh,SENP6 block,SENP8 block-1,NALP3 yeast inh,SENP8 block-2,SENP1 inh,Apaf-1 inh
CCNc1nc2c(c(=O)n(C)c(=O)n2C)n1Cc1ccc(Cl)cc1,-3,12,12,-18,9,15,-9,1,2
O=C(NN=C1CCCC1)c1ccccc1O,-10,7,1,3,-361,5,-8,-5,-7
Cc1cc(C)n(/N=C/c2ccc(C(C)C)cc2)c(=O)c1C#N,3,-10,41,-21,-5,2,-19,-1,12
COC(=O)c1cccc(N2C(=O)C(Cl)=C(N3CCOCC3)C2=O)c1,0,-15,3,-31,5,18,-8,2,14
CC(=O)N1CCC(C(=O)Nc2ccc(S(=O)(=O)N3CCCC(C)C3)cc2)CC1 (stereo not given),-7,-9,-1,-7,2,-1,-6,-1,5
O=C(Nc1cc(=O)[nH]c2ncnn12)c1ccccc1F,-5,-11,-22,3,1,1,-7,-2,-4
Cc1nc2ccccc2n1Cc1ccc(Br)cc1,7,-2,-8,-24,-116,19,-4,4,3
CC1(OC(=O)C2CCCC2)C(=O)C=C2C=C(c3ccsc3)N(CCCCO)C=C2C1=O (stereo not given),19,8,66*,15,-30,-3,5,-32,54*
CCOc1ccccc1OCCCC(=O)ON=C(N)c1ccccc1,-7,3,27,6,8,4,4,0,-2
Cc1cccnc1Nc1ncnc(N)c1[N+](=O)[O-],-1,-1,-1,3,8,2,-4,2,-19
CC(C)c1nc2sc3c(NCc4ccco4)ncnc3c2c2c1COC(C)(C)C2,24,-7,47,12,-288,9,2,-22,3
Cc1cc(C)nc(/N=C(\N)Nc2ccc(CC(=O)OC(C)C)cc2)n1,-4,1,-7,5,5,0,0,-1,-13

Among those listed so far, these have sulfur.
SMILES,HKDC1 inhibitor,SENP7 inh,PfG6PD inh,SENP6 block,SENP8 block-1,NALP3 yeast inh,SENP8 block-2,SENP1 inh,Apaf-1 inh
CC(=O)N1CCC(C(=O)Nc2ccc(S(=O)(=O)N3CCCC(C)C3)cc2)CC1 (stereo not given),-7,-9,-1,-7,2,-1,-6,-1,5
CC1(OC(=O)C2CCCC2)C(=O)C=C2C=C(c3ccsc3)N(CCCCO)C=C2C1=O (stereo not given),19,8,66*,15,-30,-3,5,-32,54*
CC(C)c1nc2sc3c(NCc4ccco4)ncnc3c2c2c1COC(C)(C)C2,24,-7,47,12,-288,9,2,-22,3

Further compounds.
SMILES,HKDC1 inhibitor,SENP7 inh,PfG6PD inh,SENP6 block,SENP8 block-1,NALP3 yeast inh,SENP8 block-2,SENP1 inh,Apaf-1 inh
COc1ccc(C2CC(c3cccc(C)c3)n3nc(N)nc3N2)cc1 (stereo not given),2,9,-13,-16,-166,-3,-7,-2,5
COc1ccc(S(=O)(=O)N2CCOCC2)cc1NC(=O)CN1CCCCCC1,-4,-3,11,2,15,5,3,2,-22
Cc1cc(C)cc(NC(=O)CSc2nc3c(c(=O)n2C)SC(C)C3)c1 (stereo not given),2,0,14,-10,-183,8,-4,0,9
COc1ccc(/C=N/c2nc3ccccc3n2C)cc1OC,-5,2,2,-23,20,11,-28,2,-24
CCN1C(=NCCOC)N[C@@H](CCc2ccccc2)[C@H](C(=O)OC)[C@H]1C,3,-3,-1,-6,12,12,-9,-3,4
COc1ccc(CCN2CC(C(=O)N3CCN(C(C)=O)CC3)CCC2=O)cc1 (stereo not given),-6,-6,10,-7,7,11,3,1,-4
NC12CC3CC(C1)CC(O)(C3)C2,2,-5,-1,11,1,8,-6,2,-10
Cc1ccc(C)c(OCCC(=O)Nc2cccc(S(=O)(=O)NC3=NCCCCC3)c2)c1,1,-5,3,8,8,14,-3,3,9
Cc1cccc(-n2nc([N+](=O)[O-])c(=NC3CCN(Cc4ccccc4)CC3)n2O)c1,2,7,-4,7,26,8,3,2,2
C[C@H]1CN[C@@H](CCO)/C1=C\c1ccccc1,3,nt,4,nt,24,nt,nt,0,nt
COc1ccc(-c2csc(NC(=O)Cn3nc(C)cc3C)n2)cc1,-3,9,-8,6,13,13,-6,3,1
CCc1cc(OCCN2C(=O)NC(C)(C)C2=O)ccc1Cl,-4,3,37,-10,6,8,-5,3,-7

Seven records drawn at random from the list so far, as already listed:
SMILES,HKDC1 inhibitor,SENP7 inh,PfG6PD inh,SENP6 block,SENP8 block-1,NALP3 yeast inh,SENP8 block-2,SENP1 inh,Apaf-1 inh
C[C@H]1CN[C@@H](CCO)/C1=C\c1ccccc1,3,nt,4,nt,24,nt,nt,0,nt
COc1ccc(S(=O)(=O)N2CCOCC2)cc1NC(=O)CN1CCCCCC1,-4,-3,11,2,15,5,3,2,-22
COc1ccc(CCN2CC(C(=O)N3CCN(C(C)=O)CC3)CCC2=O)cc1 (stereo not given),-6,-6,10,-7,7,11,3,1,-4
COc1ccc(-c2csc(NC(=O)Cn3nc(C)cc3C)n2)cc1,-3,9,-8,6,13,13,-6,3,1
COc1ccc(/C=N/c2nc3ccccc3n2C)cc1OC,-5,2,2,-23,20,11,-28,2,-24
Cc1ccc(C)c(OCCC(=O)Nc2cccc(S(=O)(=O)NC3=NCCCCC3)c2)c1,1,-5,3,8,8,14,-3,3,9
NC12CC3CC(C1)CC(O)(C3)C2,2,-5,-1,11,1,8,-6,2,-10

(cont.)
Abbreviations: A = HKDC1 inhibitor; B = SENP7 inh; C = PfG6PD inh; D = SENP6 block; E = SENP8 block-1; F = NALP3 yeast inh; G = SENP8 block-2; H = SENP1 inh; I = Apaf-1 inh
mol: CCNC(=O)C(=O)NCc1ccncc1
  A: 5	B: -12	C: -1	D: -12	E: 8	F: 7	G: -5	H: 1	I: -1

mol: Cc1cccc(NC(=S)N(CCN(C)C)Cc2cc3cc(C)cc(C)c3[nH]c2=O)c1
  A: -24	B: nt	C: 0	D: nt	E: -17	F: nt	G: nt	H: 0	I: nt

mol: CCOc1ccc(OCC)c(NS(=O)(=O)c2ccc3c(c2)CCN3C(=O)C2CCC2)c1
  A: -10	B: 1	C: 5	D: -4	E: 6	F: 11	G: -2	H: 1	I: 13

mol: CC(=O)Nc1ccc(NC(=O)C(C)n2c3ccccc3c3nc(=O)cc(C)n32)cc1 (stereo not given)
  A: -1	B: 2	C: -2	D: -5	E: -12	F: 2	G: 8	H: 1	I: -15

mol: O=C(O)Cc1ccc(NS(=O)(=O)c2ccccc2Br)cc1
  A: 15	B: -1	C: -25	D: -15	E: 14	F: 10	G: -6	H: 2	I: 10
